# Screening results as filed in PubChem BioAssay.
# SRC2 inh: inhibition of GAL4-SRC2 driven luciferase reporter, primary screen, SRC2 inhibitor project, cell-based, luminescence. 370,000 compounds, 0.17% hits. inhibition, % at 9 µM. HEK293 GAL4-SRC2 luciferase reporter;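 active means inhibition above the mean inhibition of all tested compounds plus 3 SD, set per campaign, cut at about 52% in these data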;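 further: 0% = DMSO treated cells and 100% = cells given Gossypol at 36 µM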
# TLR9-MyD88 inh: inhibitors of TLR9-MyD88 association in cells, primary screen, cell-based, CHO, BLA complementation, fluorescence; CCF4 FRET ratio; 340,000 compounds, 0.21% hits; Toll-like receptor 9 (Homo sapiens) + Myeloid differentiation primary response protein …; inhibition, % at 4.98 µM;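 active means inhibition above the mean over all tested compounds plus 3 SD, cut at about 21% in these data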;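 further: 0% = DMSO only wells and 100% = clavulanate BLA inhibitor control wells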
# MC4R antag cAMP: MC4R antagonists of cAMP signaling, primary screen, cell-based, TR-FRET, antagonist arm of biased-ligand search. AID 540295, 2011. Melanocortin receptor 4 (Homo sapiens), P32245. inhibition, % at 6.5 µM. 360,000 compounds, 0.48% hits. MC4R-expressing cells, MTII-stimulated cAMP, LANCE TR-FRET;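 active means inhibition above its plate's cutoff, the mean of tested wells on that plate plus 3 SD, cut at about 29% in these data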;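 further: 0% = Melanotan II alone and 100% = Melanotan II plus saturating MCL0020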
#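 System: U2OS cells stably expressing human melanocortin 4 receptor (MC4R). Reagent: Melanotan II challenge after compound preincubation. Doses: 6.5 µM. Times: 30-min compound, 1-h challenge, 1-h detection, room temperature. Measured by: TR-FRET with Eu-cAMP and labeled anti-cAMP, 671 nm. Replicates: singlicate.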
# LMP1 NFkB inh: EBV LMP1-driven NF-kappaB luciferase reporter inhibitors, primary screen, cell-based, luminescence, single point; LMP1-induced NF-kappaB luciferase reporter cells; inhibition, % at 12.5 µM; 350,000 compounds, 0.69% hits; AID 504558, 2011; in the data active means inhibition above about 41%;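 further: 0% = neutral control wells and 100% = reference inhibitor control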
# MC4R ag barr: MC4R agonists recruiting beta-arrestin, primary screen, cell-based, luminescence, agonist arm of biased-ligand search. AID 540308, 2011. Melanocortin receptor 4 (Homo sapiens), P32245. 360,000 compounds, 0.98% hits. U2OS MC4R beta-arrestin complementation; percent of melanotan II response, DMSO zero. activation, % at 8.9 µM;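 active means activation above a per-plate cutoff, the mean activation of sample wells on that plate plus 3 SD, cut at about 8% in these data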
# NCOA1 inh: SRC1 coactivator transcriptional activity inhibitors, primary screen, cell-based, luminescence. AID 588354, 2011. HEK293 GAL4-SRC1 luciferase reporter. 360,000 compounds, 0.12% hits. inhibition, % at 3.6 µM. Nuclear receptor coactivator 1 (Homo sapiens), Q15788;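 active means inhibition above the campaign mean plus 3 SD, with each screening campaign given its own cutoff, cut at about 60% in these data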;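 further: 0% = DMSO treated cells and 100% = gossypol at 36 µM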
# ABHD5-PLIN5 inh: ABHD5-PLIN5 interaction inhibitors, primary screen, cell lysate, split luciferase complementation, luminescence. Perilipin-5 (Homo sapiens) + 1-acylglycerol-3-phosphate O-acyltransferase ABHD5 (Homo …. Split G. princeps luciferase complementation, 4 h. inhibition, % at 4 µM. 360,000 compounds, 0.78% hits. AID 602281, 2012;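 active means inhibition above the mean inhibition across every tested compound plus 3 SD, cut at about 22% in these data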;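 further: 0% = DMSO only wells and the 100% control is not disclosed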
# LRH-1 inv ag: LRH-1 (NR5A2) inverse agonists, primary screen, cell-based, luminescence, HEK293T, StAR-luciferase reporter. inhibition, % at 3.6 µM. LRH-1 transfected, 24 h. 360,000 compounds, 0.13% hits;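 active means inhibition above the mean inhibition of all tested compounds plus 3 SD, cut at about 73% in these data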;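 further: 0% = DMSO wells and 100% = reporter-only cells lacking LRH-1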
# SRC3 inh: SRC3 coactivator transcriptional activity inhibitors, primary screen, cell-based, luminescence | Nuclear receptor coactivator 3 (Homo sapiens), Q9Y6Q9 | HEK293 GAL4-SRC3 luciferase reporter | inhibition, % at 3.6 µM | 360,000 compounds, 0.17% hits | AID 588352, 2011;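 active means inhibition above a per-campaign cutoff, the mean of all compounds plus 3 SD, cut at about 60% in these data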;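 further: 0% = DMSO-treated cells and 100% = gossypol-treated cells at 36 µM; higher means less SRC3-driven luciferase light from the GAL4 reporter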
# NOD2-RIPK2 inh: NOD2-RIPK2 binding disruptors in cells, primary screen, fluorescence, CHO cells, BLA complementation. inhibition, % at 4.98 µM. 360,000 compounds, 0.38% hits. CCF4 ratio. AID 624267, 2012; in the data active means inhibition above about 21%;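 further: 0% = vehicle only and 100% = reference blocker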
# NR2F2 inh: NR2F2 transcriptional activity inhibitors, primary screen, cell-based, luciferase reporter, HEK293T, luminescence | HEK293T NGFI-A luciferase reporter | 370,000 compounds, 0.7% hits | inhibition, % at 8.6 µM | COUP transcription factor 2 (Homo sapiens), P24468;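 active means inhibition above a per-plate cutoff, mean inhibition of test wells between control levels plus 3 SD, cut at about 38% in these data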;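 further: cells cotransfected with COUP-TFII expression vector driving the NGFI-A reporter; 0% = median of COUP-TF2 test wells and 100% = reporter-only cells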
# * hit, by the source's call; . = not tested or not shown. Not all compounds are listed; the hit share may differ from the screen's.
ABHD5-PLIN5 inh,NOD2-RIPK2 inh,SRC3 inh,NR2F2 inh,NCOA1 inh,TLR9-MyD88 inh,MC4R ag barr,MC4R antag cAMP,LMP1 NFkB inh,LRH-1 inv ag,SRC2 inh,Compound
7,3,0,2,-5,-5,-2.5,7,9,-6,-14,Cc1c(OC(C)C(=O)NCc2ccncc2)ccc2c3c(c(=O)oc12)CCCC3 (stereo unspecified)
2,-8,-17,-6,-26,2,-2.6,2,2,-9,-30,CCCCc1nc2n[nH]c(N)c2c2c1CCCC2
1,-2,-116,-41,-106,0,0.3,1,-47,-91,-42,Cc1cc(C)n2nc(-c3ccc(Br)cc3)cc2n1
3,-14,-13,10,2,4,-1.4,3,-9,-7,-8,CC(C)(C)OC(=O)N1CCN(C(=O)c2nc[nH]c2C(=O)N2CCN(c3ccccc3)CC2)CC1
1,4,15,-4,-3,-2,0.5,18,8,2,11,Cc1ccc(NC(=O)CS(=O)CC(=O)Nc2ccc(N3CCOCC3)cc2)cc1Cl (stereo unspecified)
16,11,15,7,-17,-7,1.1,4,1,-1,1,O=C(O)C1C2C=CC(O2)C1C(=O)Nc1ccccc1C(F)(F)F (stereo unspecified)
-6,-14,0,4,-2,-2,-2.7,-7,0,10,-15,O=C(CN1C(=O)C2CCCCC2C1=O)Nc1ccc(S(=O)(=O)Nc2ncccn2)cc1 (stereo unspecified)
0,-1,-7,1,1,1,-0.4,7,2,-6,-23,Cc1cc(C)nc(N2CCCC(C(=O)Nc3ccc4c(c3)OCO4)C2)n1 (stereo unspecified)
3,-21,.,-22,.,.,.,.,.,-12,-1,O=C(NCc1ccc(F)cc1)OC1CC2CC1[C@H]1CCCCN1C2=O (stereo partly specified)
-5,-5,3,-7,2,4,2.2,5,-2,5,-35,CCc1ccc(NC(=O)C(=O)NCC(O)c2ccccc2)cc1 (stereo unspecified)
-4,9,14,2,0,3,-2.6,17,14,-14,3,CC1(C)CC(=O)C2=C(C1)NC1=C(C(=O)c3ccccc31)C2c1ccc(Cl)cc1 (stereo unspecified)
-9,-3,-38,2,-6,-2,-0.1,3,-3,8,5,COc1ccc2[nH]c3c(c2c1)CCN1C(=O)C(CC(=O)NCC24CC5CC(CC(C5)C2)C4)C[C@H](C(=O)N2CCCCC2)[C@@]31C (stereo partly specified)
2,-1,12,-4,-11,5,-0.9,14,2,-7,-13,COC(=O)NC(=S)N1CCOCC1
-1,3,8,-17,-17,-2,-3.4,12,0,5,3,CC(=O)N1N=C(c2cccc([N+](=O)[O-])c2)OC1c1cccc(Br)c1 (stereo unspecified)
-2,5,-4,1,15,5,0.6,5,1,4,-38,S=c1[nH]ccn1-c1ccc(Cl)cc1

# The list goes on, starting with the last 2 of the part before.
ABHD5-PLIN5 inh,NOD2-RIPK2 inh,SRC3 inh,NR2F2 inh,NCOA1 inh,TLR9-MyD88 inh,MC4R ag barr,MC4R antag cAMP,LMP1 NFkB inh,LRH-1 inv ag,SRC2 inh,Compound
-1,3,8,-17,-17,-2,-3.4,12,0,5,3,CC(=O)N1N=C(c2cccc([N+](=O)[O-])c2)OC1c1cccc(Br)c1 (stereo unspecified)
-2,5,-4,1,15,5,0.6,5,1,4,-38,S=c1[nH]ccn1-c1ccc(Cl)cc1
5,2,14,7,7,7,0.1,-19,-12,22,-5,CCN(CC(=O)Nc1c(C(=O)OC)[nH]c2ccc(C)cc12)c1ccc2c(c1)OCO2
-5,5,1,-7,-8,-8,-0.5,8,7,-3,4,O=C(Nc1nncs1)c1c(F)c(F)c(F)c(F)c1F
8,-11,-33,-38,-48,-10,-0.6,6,-16,11,-102,O=C(Nc1ccccc1F)c1ccc(-c2cccc([N+](=O)[O-])c2)o1
55*,8,-5,73*,-23,-1,-2.4,6,90*,64,-10,COc1ccc(/C=C2/CSC/C(=C/c3ccc(OC)c(OC)c3)C2=O)cc1OC
-2,-1,7,14,2,-4,-0.9,6,0,-6,-4,O=C(NCCN1CCN(C(=O)c2cccc(OC(F)F)c2)CC1)c1cccc(OC(F)F)c1
-1,-18,1,-10,-13,-12,1.7,12,3,-23,33,CCOC(=O)C1CCN(C(=O)CCS(=O)(=O)c2ccc3c(c2)n(C)c(=O)c(=O)n3C)CC1
11,-10,22,-3,8,-2,-0.2,-1,-4,-5,-9,Cc1ccc(S(=O)(=O)N2CCN(C(=O)c3n[nH]c(=O)c4ccccc34)CC2)c(C)c1
1,6,7,-25,-57,-2,-3.1,-23,7,6,-15,Nc1nc(-c2ccccc2)cc(N2CCCCC2)n1
15,5,32,-16,3,2,-1.5,17,12,-13,10,C=CCS(=O)(=O)c1nc2ccccc2s1
-3,4,-28,-18,-11,.,-0.8,7,.,-13,-5,CC(O)(c1ccccc1)c1nc(/C=C/c2ccccc2)cs1 (stereo unspecified)
1,6,19,-12,2,-1,-0.9,9,-2,-7,-30,CCOC(=O)C1=NN(c2ccccc2)C(=O)C1
4,-3,0,14,-1,.,0.0,-1,0,16,-11,Nn1c(SCc2cccc(F)c2)nnc1-c1ccncc1
0,9,-116,-3,-115,-4,-1.3,6,-16,-90,-38,CC(C)(C)C(=O)Nc1nc2cc3c(cc2s1)OCO3
-5,-9,-1,-2,-12,-7,0.3,-5,5,17,-11,Nc1nc(N)nc(-c2ccc([N+](=O)[O-])o2)n1
-4,0,4,0,-13,-2,0.7,8,51*,7,9,COc1ccc(OC)c(S(=O)(=O)NC(C)CCc2ccccc2)c1 (stereo unspecified)
4,-3,11,-4,-47,-13,-2.9,10,-10,-13,-40,O=C(CCN1C(=O)c2cccc3cccc(c23)C1=O)NCC1CCCO1 (stereo unspecified)
4,5,-3,-6,2,.,-1.5,-1,.,-7,-36,CC(C)c1ccccc1NC(=O)Nc1nnc([C@H]2C[C@H](O)[C@@H](CO)O2)s1
-1,-2,6,5,7,2,-1.1,2,-3,-8,7,O=C(Cc1ccccc1)Nc1ccc(N2CCOCC2)cc1N1CCOCC1
-4,6,-8,-9,-54,0,1.3,3,4,-19,3,O=C1c2ccccc2C(=O)N1C(CO)C(O)c1ccc([N+](=O)[O-])cc1 (stereo unspecified)
-2,1,-1,7,-1,-12,-0.8,2,-9,8,8,CCOC(=O)c1c(NCC2CCCO2)c2ccccc2[nH]c1=O (stereo unspecified)
-1,-8,0,5,-8,-3,-0.5,-4,5,-9,-15,CC(=O)O[C@H]1CC[C@@]2(C)C(CCC3C2CC[C@]2(C)OC(=O)CCC32)C1 (stereo partly specified)
-2,-6,-5,14,-10,-3,-0.9,3,1,15,7,CC(C)NC(=O)c1onc(CSc2ccc(F)c(F)c2)c1C(=O)O
2,-11,15,8,19,0,-1.2,1,11,11,-1,Cc1cccc(C)c1NC(=S)N(Cc1cccnc1)Cc1ccccc1Cl
17,-6,-27,-7,-44,4,-2.2,8,-1,-2,8,CN(CC(=O)Nc1ccc(F)cc1)C(=O)C1CCN(C(=O)Nc2ccccc2)CC1
2,-14,-4,0,-31,4,-1.3,19,-11,3,-19,CCOC(=O)c1cc[n+](CC(=O)c2ccc(F)cc2)cc1
-9,11,0,2,-67,-7,0.0,-1,5,-4,-5,O=C(/C(=C(\[O-])c1ccccc1)[n+]1ccc2ccccc2c1)c1ccc(Cl)cc1
7,0,2,-6,-20,7,0.3,0,2,18,1,C/C=C/c1ccc(OCCCCNCc2ccco2)c(OC)c1
9,4,5,-24,15,.,.,.,.,10,21,O=C(c1[nH]c(C(F)(F)F)nc1-c1ccccc1)N1CCN(c2ccncc2)CC1
-16,-9,6,-10,5,6,-2.0,9,-1,-5,-9,COC(=O)C1(C)NC(c2ccc(Cl)cc2)C2C(=O)N(c3ccccc3)C(=O)C21 (stereo unspecified)
-1,10,-68,-36,-108,3,-0.4,1,-48,-66,-74,Cc1ccc(/C=N/Nc2nnc(Cl)c3ccccc23)cc1
16,-10,-2,0,-14,-16,-1.2,-3,0,0,-2,C=CCOC(=O)C1=C(C)Nc2[nH]c(=O)[nH]c(=O)c2C1c1ccccc1 (stereo unspecified)

# In the list so far, 7 contain a Cl atom.
ABHD5-PLIN5 inh,NOD2-RIPK2 inh,SRC3 inh,NR2F2 inh,NCOA1 inh,TLR9-MyD88 inh,MC4R ag barr,MC4R antag cAMP,LMP1 NFkB inh,LRH-1 inv ag,SRC2 inh,Compound
1,4,15,-4,-3,-2,0.5,18,8,2,11,Cc1ccc(NC(=O)CS(=O)CC(=O)Nc2ccc(N3CCOCC3)cc2)cc1Cl (stereo unspecified)
-4,9,14,2,0,3,-2.6,17,14,-14,3,CC1(C)CC(=O)C2=C(C1)NC1=C(C(=O)c3ccccc31)C2c1ccc(Cl)cc1 (stereo unspecified)
-2,5,-4,1,15,5,0.6,5,1,4,-38,S=c1[nH]ccn1-c1ccc(Cl)cc1
2,-11,15,8,19,0,-1.2,1,11,11,-1,Cc1cccc(C)c1NC(=S)N(Cc1cccnc1)Cc1ccccc1Cl
-9,11,0,2,-67,-7,0.0,-1,5,-4,-5,O=C(/C(=C(\[O-])c1ccccc1)[n+]1ccc2ccccc2c1)c1ccc(Cl)cc1
-16,-9,6,-10,5,6,-2.0,9,-1,-5,-9,COC(=O)C1(C)NC(c2ccc(Cl)cc2)C2C(=O)N(c3ccccc3)C(=O)C21 (stereo unspecified)
-1,10,-68,-36,-108,3,-0.4,1,-48,-66,-74,Cc1ccc(/C=N/Nc2nnc(Cl)c3ccccc23)cc1
